Screens (PubChem BioAssay)
GIRK2 activator = activators of NPY4-receptor-primed GIRK2 channels, summary, cell-based, HEK293, thallium flux | G protein-activated inward rectifier potassium channel 2 (Homo sapiens), P48051 | HEK293 GIRK2/NPY4 cells, thallium flux fluorescence | activation (% efficacy), % for hits at 37.5 µM | 34,000 tested, under 10 active | AID 1259324, 2017;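 active = primary screen hit, no activity in plain HEK293 cells, and in GIRK2-only cells above 5% efficacy rising with concentration; inactive = the rest, including fluorescent compounds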;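 note: efficacy is normalized control-subtracted fluorescence 15 s after thallium addition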
Target sequence (P48051 whole entry, looked up): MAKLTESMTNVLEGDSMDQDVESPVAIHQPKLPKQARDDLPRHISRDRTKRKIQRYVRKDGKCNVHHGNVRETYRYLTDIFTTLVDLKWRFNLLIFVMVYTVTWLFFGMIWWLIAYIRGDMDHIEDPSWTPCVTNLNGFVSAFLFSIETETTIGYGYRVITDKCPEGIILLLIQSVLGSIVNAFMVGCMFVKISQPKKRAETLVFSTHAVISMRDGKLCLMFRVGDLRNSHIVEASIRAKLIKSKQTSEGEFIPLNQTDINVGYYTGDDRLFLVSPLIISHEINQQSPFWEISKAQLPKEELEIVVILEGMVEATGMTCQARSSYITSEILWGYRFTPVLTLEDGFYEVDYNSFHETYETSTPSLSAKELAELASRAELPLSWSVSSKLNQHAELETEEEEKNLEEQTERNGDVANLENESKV
Calls only; i = inactive. The list is partial, so the mix of outcomes need not match the whole.

SMILES | GIRK2 activator
COc1ccc(CC(=O)N2CCCSCC2CN2CCOCC2)cc1OC (stereo not given) | i
CCC(C)NC(=O)c1c(N)n(CC2CCCO2)c2nc3ccccc3nc12 (stereo not given) | i
O=C(Nc1ccc(OC(=O)N2CCCC2)cc1)N1CCOCC1 | i
CCOc1ccc(CC(=O)N2CCN(CCn3ccnc3)CC2)cc1 | i
O=C(NCC1CCN(C(=O)Oc2ccccc2)CC1)NC(c1ccccc1)c1ccccc1 | i
C#CC1(OCC(O)CNC2CCCCC2)CCCCC1 (stereo not given) | i
COc1ccc(C2(CN)CCOCC2)cc1OC | i
O=C1CC(NC(=O)C2CC2)CN1 (stereo not given) | i
Nc1c(C(=O)NCc2cccs2)c2nc3ccccc3nc2n1Cc1ccccc1 | i
c1csc(CCNC2CC2)c1 | i
NCC1(O)CCc2ccccc21 (stereo not given) | i
Cc1ccc(NC(=O)NCC2CCN(C(=O)Oc3ccccc3)CC2)cc1C | i
COc1ccc(CNC(=O)c2c(N)n(Cc3ccco3)c3nc4ccccc4nc23)cc1 | i
CCCNC(=O)c1c(N)n(CCC(C)C)c2nc3ccccc3nc12 | i
CCOc1ccc(-n2nnnc2CN2CCN(C(=O)COc3ccccc3F)CC2)cc1 | i
O=C(Nc1ccc(Br)cc1C(=O)c1ccccc1)c1ccno1 | i
CCN(CC)CCCNC(=O)c1cc2cccnc2n(Cc2ccc(F)cc2)c1=O | i
Nc1nc(=S)[nH][nH]1 | i
Cc1cc(C)n(CCN2CCN(C(=O)Cc3cccs3)CC2)n1 | i
CCOCCCNC(=O)c1c(N)n(Cc2ccccc2)c2nc3ccccc3nc12 | i

Exported field by field: 4 of the compounds above.
COc1ccc(CNC(=O)c2c(N)n(Cc3ccco3)c3nc4ccccc4nc23)cc1
  GIRK2 activator: i
CCCNC(=O)c1c(N)n(CCC(C)C)c2nc3ccccc3nc12
  GIRK2 activator: i
CCOc1ccc(-n2nnnc2CN2CCN(C(=O)COc3ccccc3F)CC2)cc1
  GIRK2 activator: i
O=C(Nc1ccc(Br)cc1C(=O)c1ccccc1)c1ccno1
  GIRK2 activator: i

(list continues)
SMILES | GIRK2 activator
O=C(COc1ccccc1)N1CCN(Cc2nnnn2-c2ccc(F)c(F)c2)CC1 | i
Cc1ccc(C(CN)OCCO)cc1 (stereo not given) | i
CCCNC(=O)c1c(N)n(Cc2ccccc2OC)c2nc3ccccc3nc12 | i
c1sc(CN2CCNCC2)nc1C1CC1 | i
O=C(Cc1ccc(F)cc1)N1CCN(Cc2nnnn2-c2ccc(F)c(F)c2)CC1 | i
Cc1ccc2c(CC(=O)N3CCN(Cc4ccccc4)CC3)cc(=O)oc2c1 | i

Four of these compounds, reformatted.
structure,GIRK2 activator
CCCNC(=O)c1c(N)n(Cc2ccccc2OC)c2nc3ccccc3nc12,i
O=C(Cc1ccc(F)cc1)N1CCN(Cc2nnnn2-c2ccc(F)c(F)c2)CC1,i
c1sc(CN2CCNCC2)nc1C1CC1,i
O=C(COc1ccccc1)N1CCN(Cc2nnnn2-c2ccc(F)c(F)c2)CC1,i

Part of the list above, field by field.
SMILES: CCN(CC)CCCNC(=O)c1cc2cccnc2n(Cc2ccc(F)cc2)c1=O
  GIRK2 activator: i

SMILES: O=C(NCC1CCN(C(=O)Oc2ccccc2)CC1)NC(c1ccccc1)c1ccccc1
  GIRK2 activator: i
